High-throughput results from PubChem.
SW480 rereplic = induces DNA re-replication in SW480 colon adenocarcinoma cells; SW480 DNA re-replication, Hoechst DNA content imaging, 48 h; AID 624297; 340,000 tested, 1.8% active; Potency, µM (titrated, usually from 46.1 µM), for the others: at the top dose re-replication activation, usual class: activators; further: potency means the concentration at half of the fitted maximal effect; % of control where 0% means no effect; nearly all actives have a fitted effect of over 55% in size
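Readout is total intensity of Hoechst-stained nuclei, excited at 405 nm and collected at 500-530 nm. Compound treatment lasted 48 hr at 37 C in 5% CO2 before staining.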
MCF10A rerep = inducers of DNA re-replication in MCF 10A breast cells; MCF 10A DNA re-replication, Hoechst nuclear intensity, 48 h; Potency, µM (doses to about 46.1 µM), for inactives: at the highest dose activity, positive = re-replication, actives largely listed as activators; 350,000 tested, 2.9% active; further: potency means the concentration at half of the fitted maximal effect; % of control where 0% means no effect; nearly all actives have a fitted effect of over 50% in size
HT1080NT lethal = kills 2HG-producing HT-1080-NT fibrosarcoma cells; Potency, µM (highest dose often 46.1 µM), without a hit: top-dose activity, negative = less viability, most hits filed as cytotoxic; AID 686970; 360,000 tested, 1.6% active; HT-1080-NT fibrosarcoma viability, CellTiter-Glo ATP luminescence, 48 h;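 further: NT is the 2HG producing partner of a matched IDH1 knockdown line; potency means the concentration at half of the fitted maximal effect; 0% = DMSO-treated cells and -100% = media-only wells without cells; nearly all actives have a fitted effect of over 55% in size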
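Compounds were tested in concentration-response format on HT-1080-NT cells for 48 hours at 37 degrees C. Cell viability came from CellTiter-Glo luminescence; curves were classified by r2, response magnitude and activity.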
HepG2 tox = counter-screen for TGF-b inhibitors: cytotoxicity in HepG2 cells | Potency, µM (highest dose often 46.1 µM), inactives show top-dose activity change, negative = cytotoxicity, most hits filed as cytotoxic | HepG2 CAGA-GFP viability, ATP luminescence, 18 h | 410,000 tested, 0.76% active; further: potency means the concentration at half of the fitted maximal effect; some results filed as inactive show a strong effect at the top dose
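CellTiter-Glo luminescence gave cytotoxicity after 18 hours at 37 degrees C. The cells were HepG2 CAGA-GFP in 1% FBS DMEM, stimulated with 500 pg/mL TGF-beta after compound addition. %Activity was normalised to no-cell wells (complete cell-killing) and DMSO (no toxicity), and curves were fitted and classified.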
IL-1B inflam inh = inflammasome signaling inhibition, IL-1 beta readout. THP-1 LPS/ATP IL-1B secretion, AlphaLISA, 16 h; active compounds read low. AID 743279. 360,000 tested, 4.7% active. activity change, % at 57.5 µM; in the data active means activity change below about -50%; inconclusive means mostly about -30% to -49%; further: on the % scale 0 is the no-effect control and ±100 the full control effect
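THP-1 cells pretreated 1 hr with compounds (up to 57.5 uM final), then stimulated with LPS (250 ng/mL final) plus ATP (1.25 mM final); secreted IL-1B measured by AlphaLISA after 16 hr, decreased signal indicating inhibition.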
KB-3-1 tox = kills parental KB-3-1 adenocarcinoma cells; AID 1347075; 400,000 tested, 1.4% active; Potency, µM (highest dose often 46.1 µM), inactives show at the top dose activity change, negative = cytotoxic, usual class: cytotoxic; KB-3-1 viability, CellTiter-Glo ATP luminescence, 72 h; further: potency means the concentration at half of the fitted maximal effect; on the % scale 0 is the no-effect control and ±100 the full control effect; nearly all actives have a fitted effect of over 60% in size
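KB-3-1 cells, DMEM (no phenol red) + 10% FBS; compound by pin transfer, 72 h, 37 °C. Readout: CellTiter-Glo luminescence after 10 min. Data normalized, curve-fitted.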
ATXN2 expr inh = ATXN2 expression inhibition; HEK-293 ATXN2-luciferase reporter, luminescence, 24 h; 360,000 tested, 0.72% active; Potency, µM (highest dose often 57 µM), for inactives: at the highest dose activity change, negative = inhibition, most hits filed as inhibitors; AID 1745845; further: potency means the concentration at half of the fitted maximal effect; on the % scale 0 is the no-effect control and ±100 the full control effect; nearly all actives have a fitted effect of over 55% in size
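qHTS (up to 57 uM final) was run with 24 h compound exposure of reporter cells at 37 °C. Each well was multiplexed: SteadyGlo luminescence measured ATXN2-luciferase expression after a fluorogenic Gly-Phe-AFC viability readout (25 uM final).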
ATXN viability = cell viability loss in ATXN counter-screen | S2 cells (HEK-293 line with an ATXN2-luciferase reporter) viability, CellTiter-Fluor protease fluorescence, 24 h | Potency, µM (highest dose often 56.7 µM), actives largely listed as cytotoxic | 400,000 tested, 0.49% active; further: potency means the concentration at half of the fitted maximal effect; nearly all actives have a fitted effect of over 40% in size
HT1080 IDH1KD tx = toxicity to HT-1080 IDH1 knockdown cells (counter line). Potency, µM (series often up to 46.1 µM), without a hit: at the top dose activity, negative = toxicity, actives largely listed as cytotoxic. HT-1080 IDH1 knockdown viability, ATP luminescence, 48 h. AID 686971. 360,000 tested, 2% active;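 further: potency means the concentration at half of the fitted maximal effect; 0% = DMSO wells and -100% = cell-free medium wells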
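HT-1080-IDH1KD cells (IDH1 knocked down), 750/well in RPMI with 5% FBS, treated with compound 48 h at 37 degrees C. Viability by CellTiter-Glo luminescence, normalised to DMSO and no-cell wells; concentration-response curves classed.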
Active calls of the source: *; i = inactive; ? = inconclusive; · = not tested or not shown; [ ] = another dose, or the depositor's remark. Unless noted, the call rests on the fitted dose curve; in most records, active means well fitted curve in the direction sought with a large enough effect; inconclusive means small, poorly fitted or top-dose-only effect, or another doubt; inactive means no such curve, though single readings can be large; an effect the other way counts as inactive or inconclusive.

structure	IL-1B inflam inh	HepG2 tox	SW480 rereplic	ATXN viability	MCF10A rerep	KB-3-1 tox	ATXN2 expr inh	HT1080 IDH1KD tx	HT1080NT lethal
COc1ccccc1/C=C/C(=O)NCC(=O)N/N=C/c1ccccc1[N+](=O)[O-]	32.8	6.2%	0.3%	i	3.3%	10.7%	-16.5%[11.3 µM]	-2.4%	-5.7%
CCOc1cc2sc(N3CCC(C(=O)NCCCN4CCCC4=O)CC3)nc2cc1Br	9.3	-39.8%	-21.4%	i	6.6%	-14.6%	·	0.3%	-0.4%
O=C(CSc1nc(=O)n2ccccc2n1)Nc1ccc2c(c1)OCO2	-9.7	9.8%	-86.2%[inhibitor]	i	-0.2%	3.9%	5.5%	4.3%	6.4%
O=[N+]([O-])c1ccc(/C=N/n2cnc3ccccc32)s1	-73.8*	8.91µM*	4.11µM*	·	?	?	?	?	?
COC(=O)[C@@]1(Cc2ccc(F)cc2)[C@H]2c3cc(C(=O)N4CCCC4)n(Cc4ccc(Cl)c(C(F)(F)F)c4)c3C[C@H]2CN1C(=O)c1ccccc1	-5.1	·	·	?	·	?	0.0%	?	?
COc1ccccc1NC(=O)C1=C(C)Nc2ncnn2C1c1ccccc1C(=O)O (stereo not given)	·	-37.0%	·	i	·	0.0%	-9.0%	·	·
CCOc1cc2c(cc1OCC)C(c1ccccc1)N(c1ccc(C(=O)O)cc1)C(=O)C2 (stereo not given)	-1.8	1.0%	-0.5%	i	-4.6%	5.7%	-1.9%	4.1%	13.2%
C/C(=N\NC(=O)CSc1nc(C)[nH]c1[N+](=O)[O-])c1ccc(F)cc1	-6.7	-15.7%	-6.0%	i	-5.3%	11.7%	29.9%	4.0%	5.9%
O=C(CSc1ccc(Cl)cc1)NC1CC1	3.9	0.3%	·	i	·	-0.1%	·	1.1%	-0.5%
CCN1/C(=C/c2cc[n+](CCCS(=O)(=O)[O-])c3ccccc23)Sc2ccccc21	-13.2	-2.7%	-7.1%	i	-2.4%	-0.6%	·	0.3%	2.0%
CCOc1cccc(CN2CCCC(N3CCc4cc(OC)c(OC)cc4C3)C2)c1O (stereo not given)	5.6	-4.5%	13.0%	i	10.5%	-17.0%	-16.9%	0.9%	-3.9%
CCOc1ccccc1-n1nnnc1SCC(=O)N(C)C1CCS(=O)(=O)C1 (stereo not given)	1.5	1.5%	·	i	·	12.4%	·	-3.9%	-3.6%
O=C(Nc1cccc(C(=O)N2CCN(c3ccccc3)CC2)c1)c1ccco1	i	-15.8%	0.3%	i	-4.1%	25.9%	-2.9%	19.0%	1.5%
CN(C)CCNc1nc(Oc2ccccc2)c2sccc2n1	-11.1	7.0%	·	?	·	0.0%	4.6%	3.4%	2.6%
CCOc1ccccc1NC(=O)N1CCc2c(sc(C)c2CC)C1c1ccccc1 (stereo not given)	·	-21.8%	·	i	·	-22.0%	-19.1%	·	·
COc1ccc(NC(=O)CC2C(=O)NCCN2C(=O)c2ccc(N(C)C)cc2)cc1 (stereo not given)	13.3	19.1%	-11.3%	i	-1.7%	-3.0%	-13.7%	5.5%	5.3%
O=C(Nc1ccc(Nc2ccccc2)cc1)c1c(F)c(F)c(F)c(F)c1F	-68.4*	-14.1%	22.9%	i	13.1%	-6.2%	-22.9%	?	-2.7%
CCOc1ccccc1NC(=O)c1cc(C(=O)c2cc(OC)ccc2O)coc1=N	1.6	-1.7%	-1.2%	i	?	5.5%	3.0%	0.9%	-2.5%
COc1ccccc1C(=O)OC1CCCN(C)C1 (stereo not given)	12.6	0.8%	4.2%	i	-6.2%	19.8%	-3.0%	-3.9%	0.2%
CC1Cc2nc(SCC(=O)NCc3ccco3)n(-c3ccccc3)c(=O)c2S1 (stereo not given)	-0.7	-2.7%	-2.9%	?	1.6%	2.4%	-20.8%	14.2%	10.0%
Cc1ccccc1OCCSc1nc2ccc(NC(=O)c3ccco3)cc2s1	·	-23.5%	·	?	·	-13.2%	?	·	·
COC(=O)C1=C(C)NC(C)=C(C(=O)OC(C)(C)CN(C)CCC(c2ccccc2)c2ccccc2)C1c1cccc([N+](=O)[O-])c1 (stereo not given)	·	·	11.9µM*	?	14.9%	·	?	·	·
CCOC(=O)C1(C)CCCCN1C(=O)c1ccco1 (stereo not given)	-3.1	10.0%	·	i	·	0.0%	10.8%	22.4%	26.7%
Cc1cc(/C=N/n2cnnc2)c(C)n1-c1ccc(OCc2ccc(Cl)cc2Cl)cc1	-80.2*	-73.7%	14.1%	i	1.46µM*	7.31µM*	15.8µM*	-24.4%[9.24 µM]	23.1µM*
CCOC(=O)Cc1cc(=O)n2[nH]c(C(C)(C)C)cc2n1	-4.0	-24.5%	-144.0%[inhibitor]	i	-0.9%	8.5%	12.1%	22.2%	24.8%
N#CCSc1nc2ccccc2o1	-1.8	8.0%	-1.8%	i	-2.0%	1.3%	-8.0%	5.8%	-1.3%
COc1c2ccoc2cc2oc(C)cc(=O)c12	-11.9	-20.6%	-14.8%	i	0.7%	0.0%	2.1%	5.3%	-2.8%
O=C1CC(/C=C/c2cccnc2)=Nc2ccccc2N1	-92.8*	-5.3%	?	i	?	?	34.7%[activator]	?	-0.2%
COc1ccc(CN2CCNC(=O)C2CC(=O)N(C)Cc2ccon2)c(OC)c1 (stereo not given)	0.0	0.4%	-3.5%	i	-1.6%	?	-5.6%	6.6%	8.8%
CC(=O)Oc1c(C)c(C)c2c(c1C)CCC(C)(CCCC(C)CCCC(C)CCCC(C)C)O2 (stereo not given)	-7.1	-1.0%	10.8%	i	-10.6%	-0.9%	3.1%	12.4%	1.8%
CC(=O)Nc1ccc(S(=O)(=O)/N=C2\SCCN2S(=O)(=O)c2ccc(NC(C)=O)cc2)cc1	9.0	10.4%	-4.4%	i	1.8%	21.2%	1.6%	2.8%	7.3%
Cc1nn(C)c(C(=O)Nc2ccc(Cn3cccn3)cc2)c1[N+](=O)[O-]	11.3	-3.0%	-9.6%	i	-2.0%	?	-5.2%	4.6%	5.1%
N=c1c2c(-c3ccccc3)c(-c3ccccc3)n(Cc3ccco3)c2ncn1CCCn1ccnc1	-23.4	-80.2%	?	?	?	?	-25.9%	?	?
Cc1cc(C)c(S(=O)(=O)Nc2ccnc(-c3cccnc3)n2)c(C)c1	66.6	-0.6%	3.7%	i	-10.7%	2.4%	0.3%	-4.5%	-0.3%
CCN1CCN(c2ncc3c(n2)CCN(Cc2cc(F)cc(F)c2)C3)CC1	·	-0.9%	·	i	·	?	-10.2%	·	·
Cc1cc(=O)oc2cc(NC(=O)CCCC(=O)O)ccc12	10.3	5.5%	-7.7%	i	-11.7%	?	-3.8%	2.2%	0.5%
Cc1ccc(N=C2NC(=O)/C(=C\c3cccs3)S2)cc1C	-8.4	-1.2%	?	i	?	-28.8%	36.5%[activator]	-27.3%	-18.9%
O=C(Cn1cnc2c(OCc3ccccc3)ncnc21)NCCCn1ccnc1	-3.6	-11.2%	-2.9%	i	-1.3%	6.6%	3.5%	7.1%	7.2%
CC(=O)Nc1ccc(S(=O)(=O)N2CCN(C(=O)c3cccnc3)CC2)cc1	0.0	-2.6%	-3.6%	i	-0.9%	-9.3%	0.5%	4.6%	-1.0%
COc1ccc(-c2nnnn2CCc2ccccc2)cc1	21.9	-19.3%	-7.5%	i	-6.0%	1.1%	24.8%	2.0%	4.0%
O=c1[nH]c2ccc(S(=O)(=O)N3CCCCC3)cc2[nH]1	6.9	-6.1%	-4.9%	i	-4.7%	2.3%	7.3%	-0.3%	-0.4%
COc1ccccc1NC(=O)c1ccc(-c2ccccc2[N+](=O)[O-])o1	1.3	1.0%	3.6%	i	19.9%	-3.2%	43.0%[activator]	?	?
CC(C)(C)n1ncc2c(=O)n(CC(=O)N3CCCCC3)cnc21	5.0	21.4%	0.4%	i	1.3%	4.4%	7.1%	17.6%	15.3%
Cc1cccc(NC(=S)NCC(c2ccccc2)N(C)C)c1 (stereo not given)	-3.1	-21.3%	?	?	-8.4%	0.7%	-31.8%	9.5%	7.9%
CC(=O)c1nn(-c2cccc(Br)c2)cc1C(=O)c1cccc2ccccc12	-2.0	-30.0%	2.8%	i	19.2%	3.8%	-6.7%	-16.2%	-1.0%

Of the compounds above, 4 have fluorine.
structure	IL-1B inflam inh	HepG2 tox	SW480 rereplic	ATXN viability	MCF10A rerep	KB-3-1 tox	ATXN2 expr inh	HT1080 IDH1KD tx	HT1080NT lethal
COC(=O)[C@@]1(Cc2ccc(F)cc2)[C@H]2c3cc(C(=O)N4CCCC4)n(Cc4ccc(Cl)c(C(F)(F)F)c4)c3C[C@H]2CN1C(=O)c1ccccc1	-5.1	·	·	?	·	?	0.0%	?	?
C/C(=N\NC(=O)CSc1nc(C)[nH]c1[N+](=O)[O-])c1ccc(F)cc1	-6.7	-15.7%	-6.0%	i	-5.3%	11.7%	29.9%	4.0%	5.9%
O=C(Nc1ccc(Nc2ccccc2)cc1)c1c(F)c(F)c(F)c(F)c1F	-68.4*	-14.1%	22.9%	i	13.1%	-6.2%	-22.9%	?	-2.7%
CCN1CCN(c2ncc3c(n2)CCN(Cc2cc(F)cc(F)c2)C3)CC1	·	-0.9%	·	i	·	?	-10.2%	·	·

The order is random (roughly 8.9% active in at least one column).
